Screening data: PubChem BioAssay, several laboratories
IDE inh: inhibits human insulin-degrading enzyme in HEK cells. P14735. inhibition, % at 5.59 µM. hit rate 0.41% among 320,000. FAbetaB cleavage, fluorescence polarization. AID 434962;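 active = percent inhibition above the average of all tested compounds plus 3 SD, set per screening campaign, cut at about 16% in these data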;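 note: IDE supplied by intact live HEK cells; FP after avidin binding of uncleaved biotin substrate so inhibition keeps polarization high; 0% = DMSO wells and 100% = 60 µM reference IDE inhibitor Ii1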
Target sequence (P14735 whole entry, looked up): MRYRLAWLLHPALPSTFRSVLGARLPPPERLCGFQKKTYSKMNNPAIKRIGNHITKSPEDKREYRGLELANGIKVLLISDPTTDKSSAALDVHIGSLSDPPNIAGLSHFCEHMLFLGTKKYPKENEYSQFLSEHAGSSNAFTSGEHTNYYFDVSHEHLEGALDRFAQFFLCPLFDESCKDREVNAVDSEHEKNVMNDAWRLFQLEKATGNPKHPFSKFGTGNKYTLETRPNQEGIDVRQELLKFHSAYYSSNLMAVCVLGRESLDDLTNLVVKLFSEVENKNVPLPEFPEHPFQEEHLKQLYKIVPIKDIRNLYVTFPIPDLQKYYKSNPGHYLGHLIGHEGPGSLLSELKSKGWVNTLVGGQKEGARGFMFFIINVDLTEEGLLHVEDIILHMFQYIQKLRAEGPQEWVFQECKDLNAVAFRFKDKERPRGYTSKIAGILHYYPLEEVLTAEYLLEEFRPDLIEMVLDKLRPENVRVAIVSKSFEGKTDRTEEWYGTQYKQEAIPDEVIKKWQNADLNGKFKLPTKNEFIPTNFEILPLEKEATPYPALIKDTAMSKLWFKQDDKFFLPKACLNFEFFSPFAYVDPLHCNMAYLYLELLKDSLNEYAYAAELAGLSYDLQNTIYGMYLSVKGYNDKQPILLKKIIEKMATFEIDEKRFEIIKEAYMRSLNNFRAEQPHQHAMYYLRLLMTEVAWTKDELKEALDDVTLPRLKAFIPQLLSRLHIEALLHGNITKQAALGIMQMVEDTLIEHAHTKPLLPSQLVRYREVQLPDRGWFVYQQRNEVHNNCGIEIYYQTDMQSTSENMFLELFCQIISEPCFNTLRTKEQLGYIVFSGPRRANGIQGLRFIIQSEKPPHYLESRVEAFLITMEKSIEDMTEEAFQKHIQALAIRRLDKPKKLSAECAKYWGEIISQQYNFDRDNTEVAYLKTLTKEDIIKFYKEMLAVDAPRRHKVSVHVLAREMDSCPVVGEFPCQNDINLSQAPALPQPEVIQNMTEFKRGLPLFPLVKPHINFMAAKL
pCIP destab: p/CIP protein destabilization; Q05BA5; F442A p/CIP-EGFP cells, EGFP fluorescence, 16 h; decrease of EGFP signal, % at 10 µM; hit rate 0.01% among 290,000;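 active = EGFP signal decrease of at least 30% at 10 µM or well 3 SD below plate mean, unless failing retest; inactive = the rest, including hits failing retest or dose response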; note: some compounds called inactive have numbers as strong as hits; many of its hits are not listed in these tables
IMP-1 inhibitor: blocks Pseudomonas aeruginosa IMP-1 metallo-beta-lactamase; purified IMP-1, nitrocefin hydrolysis, epi-absorbance fluorescence; inhibition, % at 5.6 µM; hit rate 0.45% among 290,000;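 active = inhibition above the mean plus 3 SD of all compounds in the same screening run, cut at about 4.5% in these data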;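 note: 0% = IMP-1 with DMSO and 100% = DMSO wells lacking enzyme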
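Assay system: purified IMP-1; Quantity: IMP-1 0.2 nM before substrate addition; Medium: HEPES buffer pH 7.1 with ZnSO4 and Brij 35; Incubation: 15 min enzyme–compound preincubation, then 25 min nitrocefin reaction, 25 °C; Signal: fluorescence quenching readout, ex 480/em 530 nm; Controls: DMSO with and without IMP-1; Repeats: singlicate testing.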
VIM-2 inhibitor: blocks Pseudomonas aeruginosa VIM-2 metallo-beta-lactamase; purified VIM-2, nitrocefin hydrolysis, epi-absorbance fluorescence; inhibition, % at 5.6 µM; hit rate 0.89% among 290,000;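 active = inhibition above the mean of all tested compounds plus 3 SD, cutoff set per screening run, cut at about 7.5% in these data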;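 note: red hydrolysis product quenches plate fluorescence so inhibitors raise well fluorescence; 0% = enzyme with DMSO and 100% = DMSO without enzyme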
SUMO HTRF inh: inhibitors of human SUMOylation (UBC9); HTRF SUMOylation assay, SAE1/SAE2 + UBC9, in vitro; inhibition, % at 35 µM; hit rate 0.36% among 290,000; in the data active = inhibition above about 50%, passing the limit was not always enough; note: strong numbers were not always called active
NS3 helicase inh: inhibitors of Hepatitis C virus NS3 helicase. NS3 helicase DNA unwinding, Cy5 molecular beacon fluorescence. inhibition, % at 10.9 µM. hit rate 0.56% among 290,000;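 active = inhibition above the mean of all tested compounds plus 3 SD, set per campaign, cut at about 35% in these data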;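 note: 0% = DMSO wells and 100% = thioflavine S control wells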
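System: Hepatitis C virus NS3 helicase domain fragment enzyme | Reagent: Annealed dual-labelled DNA beacon duplex, ATP-started | Compound dosing: 10.9 µM single point, 0.8% DMSO | Incubation: 1 h reaction at 25 °C, ATP-initiated | Technique: Cy5 fluorescence | Evaluation: Percent inhibition from t60/t0 fluorescence ratio | Benchmarks: Low DMSO, high thioflavine S at 110 µM | Replication: Singlicate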
IDE act: boosts human insulin-degrading enzyme activity in HEK cells; AID 493087; FAbeta-B cleavage, fluorescence polarization; 0% vehicle, 100% cell-free pure enzyme wells; P14735; activation, % at 5.96 µM; hit rate 0.073% among 340,000;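 active = activation above the mean of all tested compounds plus 3 SD, set per screening campaign, cut at about 17% in these data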
FID counter: fluorescent intercalator displacement, NS3 helicase counter-screen. AID 1845. hit rate 0.17% among 290,000. DNA fluorescent intercalator displacement, fluorescence. inhibition, % at 7.9 µM; in the data active = inhibition above about 37%;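 note: 0% = vehicle and 100% = reference compound; higher means more ethidium bromide displaced from hairpin DNA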
PfM18AAP inh: PfM18AAP enzyme inhibition; recombinant PfM18AAP, H-Glu-NHMec fluorogenic cleavage; inhibition, % at 7.35 µM; hit rate 1.2% among 290,000; AID 1822;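 active = inhibition above the campaign mean inhibition over all tested compounds plus 3 SD, cut at about 28% in these data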;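 note: 0% = plate median of test compound wells and 100% = 2 mM ZnCl2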
An asterisk follows results filed as active; nt = no result given. Compounds as they come; about 3.6% have a hit in one of these screens.

Start of the listing, in advance, 3 compounds:
(1) O=C1/C(=C\c2cccc(O)c2O)SC(=S)N1Cc1ccccc1
(2) Cc1cccn2c(=O)c(/C=C(\C#N)C(=O)NCc3ccccc3)c(N3CCC(C(N)=O)CC3)nc12
(3) O=C(CN1C(=O)C2C3C=CC(C3)C2C1=O)NCc1ccco1 (stereo unspecified)

Assay by compound	1	2	3
IDE inh	9	7	1
pCIP destab	-19	-8	-43
IMP-1 inhibitor	1.6	-3.5	0.1
VIM-2 inhibitor	-0.7	-1.7	-2.6
SUMO HTRF inh	1	2	9
NS3 helicase inh	13	-9	8
IDE act	-28	-1	3
FID counter	-3	-30	-2
PfM18AAP inh	58*	5	3

Main list (from the top)
(1) O=C1/C(=C\c2cccc(O)c2O)SC(=S)N1Cc1ccccc1
(2) Cc1cccn2c(=O)c(/C=C(\C#N)C(=O)NCc3ccccc3)c(N3CCC(C(N)=O)CC3)nc12
(3) O=C(CN1C(=O)C2C3C=CC(C3)C2C1=O)NCc1ccco1 (stereo unspecified)
(4) CC(=O)Nc1sc(N/N=C/c2ccc(N(C)C)cc2)nc1-c1ccc(C)cc1
(5) COc1ccccc1CNC(=O)C1=C(C)C(=O)OC12CCC(C)CC2 (stereo unspecified)

Assay by compound	1	2	3	4	5
IDE inh	9	7	1	nt	0
pCIP destab	-19	-8	-43	6	-16
IMP-1 inhibitor	1.6	-3.5	0.1	-1.6	-2.8
VIM-2 inhibitor	-0.7	-1.7	-2.6	-3.1	-0.8
SUMO HTRF inh	1	2	9	6	4
NS3 helicase inh	13	-9	8	-24	7
IDE act	-28	-1	3	nt	8
FID counter	-3	-30	-2	-9	-21
PfM18AAP inh	58*	5	3	13	2

(6) CCOCCCn1c(=N)c(C(=O)NCCN2CCOCC2)cc2c(=O)n3cccc(C)c3nc21
(7) Cc1ccc(Cl)cc1NC(=O)CCCN1C(=O)c2cccnc2C1=O
(8) CSCC[C@H](NC(=O)C1CCN(S(=O)(=O)c2ccc(C)cc2)CC1)C(=O)NC1CCS(=O)(=O)C1 (stereo partly specified)
(9) COc1ccccc1C1C(C(=O)c2cc3ccccc3o2)=C(O)C(=O)N1CCN1CCOCC1 (stereo unspecified)
(10) O=C1c2ccccc2NC(c2ccc(-c3cccc([N+](=O)[O-])c3)o2)N1O (stereo unspecified)

Assay by compound	6	7	8	9	10
IDE inh	-1	5	11	0	-2
pCIP destab	nt	-12	15	-6	-3
IMP-1 inhibitor	-1.9	-0.8	-1.4	-0.3	-2.4
VIM-2 inhibitor	1.4	-5.0	-1.9	1.0	-3.0
SUMO HTRF inh	nt	0	8	26	-4
NS3 helicase inh	6	3	-4	7	8
IDE act	2	1	3	2	5
FID counter	20	2	-9	-4	6
PfM18AAP inh	-5	13	6	1	-4

(11) O=C(Nc1ccc(F)cc1F)c1cccn1-c1ncc(C(F)(F)F)cc1Cl
(12) N#Cc1ccc(/C=N/NC(=O)c2ccccc2F)cc1
(13) O=C(CNC(=S)N(Cc1ccc(F)cc1)C1CCCCC1)NCC1CCCO1 (stereo unspecified)
(14) Cc1nc2ccc(NC(=S)NC3CC3)cc2nc1C
(15) Cc1cc(C)n2cc(CSc3nnnn3-c3ccccc3)nc2n1

Assay by compound	11	12	13	14	15
IDE inh	2	5	-3	3	-1
pCIP destab	-9	-4	-14	-4	-16
IMP-1 inhibitor	-2.4	-0.2	0.3	-2.7	-4.2
VIM-2 inhibitor	-1.7	-3.0	0.2	-4.7	-2.8
SUMO HTRF inh	12	10	21	8	-12
NS3 helicase inh	-8	11	18	0	2
IDE act	4	-1	-2	6	6
FID counter	-8	-3	-31	-1	-6
PfM18AAP inh	2	-4	-6	2	3

(16) O=C(Nc1nnc(SCc2ccc(F)cc2)s1)c1cccnc1Cl
(17) O=C(CSc1ccccc1)N1CCN(c2ccccn2)CC1
(18) CCOc1ccccc1N1CCN(CC(=O)Nc2nc(C)c(C(=O)N(C)C)s2)CC1
(19) COc1ccc2c(c1)CC(C(=O)Nc1ccc(Cl)cc1)/C(=N/O)O2 (stereo unspecified)
(20) CC1CCc2nn(CC(=O)NCCCN3CCCC3=O)cc2C1 (stereo unspecified)

Assay by compound	16	17	18	19	20
IDE inh	-4	-2	3	nt	-2
pCIP destab	7	-9	2	-8	-14
IMP-1 inhibitor	-2.4	-1.3	-3.1	-1.5	nt
VIM-2 inhibitor	-1.2	-1.7	-3.9	-2.2	nt
SUMO HTRF inh	2	3	-8	14	20
NS3 helicase inh	-1	-2	-6	-8	nt
IDE act	1	-1	5	4	7
FID counter	-6	-13	-38	-2	nt
PfM18AAP inh	-13	-9	-1	-2	nt

(21) COc1ccc(Cn2c(=O)[nH]c3cc(C(=O)NC4CCN(Cc5ccccc5)CC4)ccc32)cc1
(22) Cc1cc(C)nc(N/N=C/c2ccccc2)n1
(23) Cc1nc(SCC(=O)Nc2cccc(C(=O)O)c2)n[nH]1
(24) Cc1ccc(S(=O)(=O)N(Cc2n[nH]c(=S)n2-c2ccccc2)c2ccccc2)cc1
(25) CCc1nc2cccnc2n1-c1ccc(C(=O)O)cc1

Assay by compound	21	22	23	24	25
IDE inh	0	-1	5	6	nt
pCIP destab	-6	12	-1	4	-8
IMP-1 inhibitor	-1.9	-5.4	-2.0	-2.7	-2.6
VIM-2 inhibitor	-0.3	-3.7	-1.3	-0.6	-1.6
SUMO HTRF inh	4	-32	8	-12	10
NS3 helicase inh	-63	-1	-2	1	-5
IDE act	-1	-4	6	-1	5
FID counter	24	2	-8	-39	-6
PfM18AAP inh	4	5	4	7	21

(26) Cc1cc(N/N=C\c2ccc(Br)cc2)nc(-n2nc(C)cc2C)n1
(27) Cc1occc1-c1nnc(SCc2nnc(-c3ccc(Cl)cc3)o2)n1C
(28) CCn1c(SCC(=O)c2cccs2)nnc1-c1cccs1
(29) Cc1c(Br)cc(C(=O)O)c(C)c1C
(30) O=C(C1=C[C@H](c2csc3ccccc23)C[C@H](OCc2ccc(CO)cc2)O1)N1CCOCC1

Assay by compound	26	27	28	29	30
IDE inh	1	7	4	-4	5
pCIP destab	6	nt	-3	-1	-3
IMP-1 inhibitor	-3.3	-0.5	-5.6	-5.8	-1.4
VIM-2 inhibitor	-1.1	-2.4	2.3	-5.0	-2.2
SUMO HTRF inh	8	nt	13	8	2
NS3 helicase inh	-16	15	1	-1	-7
IDE act	3	-6	-4	1	2
FID counter	-7	-28	-7	4	-42
PfM18AAP inh	-1	9	7	3	6

(31) N#Cc1c2n(c(=S)n(-c3ccccn3)c1=O)CCCCC2
(32) COC(=O)C(C)Oc1ccc2cc(-c3ccccc3)c(=O)oc2c1 (stereo unspecified)
(33) COc1cccc2cc(C(=O)C3=C(O)C(=O)N(CCN4CCOCC4)C3c3ccc(Cl)cc3)oc12 (stereo unspecified)
(34) CCSc1nnc(NC(=O)C(Cc2ccccc2)n2cccc2)s1 (stereo unspecified)
(35) COC(=O)c1cc(-c2cccc([N+](=O)[O-])c2)c2c(=O)[nH]c(=O)n(C)c2n1

Assay by compound	31	32	33	34	35
IDE inh	0	9	4	-4	1
pCIP destab	-7	3	0	-8	-14
IMP-1 inhibitor	-8.1	-0.8	-1.1	-0.7	-2.8
VIM-2 inhibitor	-1.3	0.6	-1.8	-3.2	7.5
SUMO HTRF inh	2	16	14	-36	24
NS3 helicase inh	5	13	-14	2	-11
IDE act	5	8	-2	-4	-4
FID counter	-1	-36	-7	-4	-1
PfM18AAP inh	-17	7	8	-9	-1

(36) Cc1cn(C(=O)CN2C(=O)c3ccccc3C2=O)c(C)n1
(37) Cc1cc(-c2cccs2)c2c(n1)sc1c(=O)[nH]c(=O)[nH]c12
(38) N#Cc1nc(COc2ccccc2Cl)oc1NCc1cccnc1
(39) C(=N\n1cnnc1)/c1ccc(OCc2cccc3ccccc23)cc1
(40) COc1ccccc1OCCC(=O)OCC(=O)Nc1cc(S(=O)(=O)N2CCOCC2)ccc1Cl

Assay by compound	36	37	38	39	40
IDE inh	nt	4	-3	-2	-3
pCIP destab	-3	-4	-33	-9	-8
IMP-1 inhibitor	-2.7	-0.7	-1.7	-3.6	-4.3
VIM-2 inhibitor	0.3	1.6	-2.9	-1.8	-6.8
SUMO HTRF inh	26	17	14	7	2
NS3 helicase inh	-1	-1	7	-7	7
IDE act	1	-1	3	0	2
FID counter	2	-2	-8	-18	-24
PfM18AAP inh	0	0	-1	2	9

(41) COc1ccc(-c2nc3c(c(=O)[nH]c(=O)n3Cc3ccccc3)n2Cc2ccccc2)cc1
(42) CCC(C)NC(=S)N1CCN(Cc2ccc3c(c2)OCO3)CC1 (stereo unspecified)
(43) CCN(CC)CC(=O)Nc1nc(-c2ccc(Cl)cc2)cs1
(44) CCc1cccc2c(C#N)cn(CCOc3ccccc3OC)c12
(45) CCN1CCN(c2cc(-c3ccccc3)nc3cc(-c4cccc(F)c4)nn23)CC1

Assay by compound	41	42	43	44	45
IDE inh	-1	3	0	-8	-6
pCIP destab	-9	-9	2	-5	-7
IMP-1 inhibitor	-0.3	-1.8	-0.5	-2.1	-3.6
VIM-2 inhibitor	0.4	-0.6	-5.4	-0.8	-1.8
SUMO HTRF inh	15	11	20	-6	1
NS3 helicase inh	0	-7	-9	-9	-41
IDE act	3	-1	3	6	-1
FID counter	-1	11	5	-14	4
PfM18AAP inh	-12	1	3	-2	-1

Copied from the list.
compound 23 in NS3 helicase inh → -2
compound 10 in PfM18AAP inh → -4
compound 33 in IDE act → -2

Next part
(46) COc1ccc(OC)c2[nH]c(=O)c(CCNC(=O)C(=O)c3c(C)[nH]c4ccccc34)cc12
(47) C#CCOCCOCCOCCNc1nc(N2CCN(C(=O)[C@H](CCC(=O)O)n3cc(C(N)CC(C)C)nn3)CC2)nc(N2CCN(C(=O)[C@H](CCC(=O)O)n3cc(C(N)[C@H](C)CC)nn3)CC2)n1 (stereo partly specified)
(48) O=C(Nc1ccc2c(c1)OCCO2)C1CCC1
(49) COc1ccccc1CNC(=O)C(=O)Nc1nccs1
(50) COc1ccc(CCN(C)C(=O)c2cc(-c3ccccc3)nc3ccc(C)cc23)cc1OC
(51) Cc1ccccc1OCC(=O)N/N=C1\SCC(=O)N1Cc1ccccc1

Assay by compound	46	47	48	49	50	51
IDE inh	0	5	-2	-2	-10	9
pCIP destab	-5	-2	6	2	-3	-22
IMP-1 inhibitor	-3.0	-2.7	0.2	-2.7	-3.9	-1.6
VIM-2 inhibitor	-1.5	-1.8	-2.0	-2.4	-2.8	-2.9
SUMO HTRF inh	8	18	-6	-5	-22	-15
NS3 helicase inh	-2	-10	-4	9	-13	-43
IDE act	-2	5	5	9	5	-2
FID counter	-30	-39	7	-4	-53	-17
PfM18AAP inh	4	1	2	-3	-3	-2
